AI-2 QS mod: modulators of Vibrio harveyi AI-2 quorum sensing system | Vibrio harveyi JMH597 AI-2 luminescence/OD600 ratio, 9 h; active compounds read low; strain lacks LuxN and CqsS sensors; 0 = neutral-control median | activity change, % at 7.5 µM | actives 0.4% (n = 300,000) | AID 2094; in the data active = activity change below about -75%, passing the limit was not always enough; inconclusive = no clear call, values can overlap the other calls;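 note: luminescence divided by OD600 gain over 9 h not by final OD600 alone; inactives centre near 13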
HIF activator: HIF pathway transcriptional activation | actives 0.32% (n = 300,000) | U2OS HRE-luciferase reporter, luminescence; normalized: DMSO 0%, desferrioxamine 100% | AID 1910 | activation, % at 7.5 µM (by protocol);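 active = mean activation of at least 10% of the iron chelator positive control signal, with at least half of replicates also reaching 10%; inconclusive = mean and replicate majority disagree about reaching 10%; inactive = mean and most replicates under 10%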
IEC-6 cytotox: kills IEC-6 intestinal cells in KLF5 counter-screen; actives 0.78% (n = 290,000); IEC-6 cytotoxicity, luminescence viability; AID 1825; inhibition, % at 5 µM; in the data active = inhibition above about 22%;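 note: 0% = plate median of test compound wells and 100% = cytotoxic reference compound wells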
Platelet DG rel: modulates dense granule release in human platelets; human platelet-rich plasma, SFLLRN dense granule ATP release, luminescence; inhibition, %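 (compounds screened at 7.5 µM in platelet-rich plasma)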; actives 0.22% (n = 300,000);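 active = mean replicate score, as percent of positive control, at or above 50; inconclusive = mean below 50 but at least one replicate at or above 50; inactive = mean and every replicate below 50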
HSP90 inh: HSP90 refolding inhibition in rabbit reticulocyte lysate | luciferase refolding luminescence, 3 h | inhibition, % at 5.6 µM | actives 0.91% (n = 290,000);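 active = inhibition above the screen-wide mean plus 3 SD, computed separately per campaign, cut at about 16% in these data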;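 note: 0% = DMSO wells and 100% = 60 µM geldanamycin wells; inhibitors lower the luminescence because luciferase stays unfolded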
HSF1 inh: HSF1 inhibition | NIH3T3-HGL HSE-luciferase, MG132-induced, luminescence 8 h; active compounds read low | activity change, negative = inhibition, % at 7.5 µM (by protocol) | actives 0.77% (n = 300,000) | AID 2098;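 active = more than half of replicate wells show activity change below -50%, luminescence cut by over half; inconclusive = some wells, but at most half, below -50%; inactive = no replicate well below -50%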;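 note: luciferase reports HSF-1 transcriptional activity via heat shock element; 0% = median of DMSO wells and -100% = zero luminescence signal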
aSyn UTR inh: MLPCN primary screen, SNCA 5' untranslated region | inhibition, % (tested at 7.5 µM) | alpha-synuclein 5'UTR reporter, inhibitor activity | actives 0.82% (n = 300,000); in the data active = inhibition above about 60%; inconclusive = no clear call, values can overlap the other calls;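 note: H4 neuroglioblastoma cells stably carrying SNCA 5'UTR luciferase fusion; 0% = DMSO wells and 100% = positive control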
KLF5 inhibitor: kruppel-like factor 5 inhibition; actives 0.23% (n = 290,000); inhibition, % at 5 µM; DLD-1 KLF5 promoter-luciferase reporter, luminescence;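 active = inhibition above a per-plate limit of that plate's mean compound inhibition plus 3 SD, cut at about 60% in these data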;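 note: 0% = DMSO wells and 100% = LY294002 at 200 µM; higher means less KLF5 promoter-driven luciferase light; inactives centre near -14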
HDAC3 inhib: blocks human histone deacetylase 3. O15379. recombinant HDAC3, fluorogenic peptide/trypsin coupled, fluorescence. inhibition, % at 8.3 µM. actives 0.15% (n = 320,000). AID 2718; in the data active = inhibition above about 26%, passing the limit was not always enough; inconclusive = no clear call, values can overlap the other calls
Target sequence (O15379 whole entry, looked up): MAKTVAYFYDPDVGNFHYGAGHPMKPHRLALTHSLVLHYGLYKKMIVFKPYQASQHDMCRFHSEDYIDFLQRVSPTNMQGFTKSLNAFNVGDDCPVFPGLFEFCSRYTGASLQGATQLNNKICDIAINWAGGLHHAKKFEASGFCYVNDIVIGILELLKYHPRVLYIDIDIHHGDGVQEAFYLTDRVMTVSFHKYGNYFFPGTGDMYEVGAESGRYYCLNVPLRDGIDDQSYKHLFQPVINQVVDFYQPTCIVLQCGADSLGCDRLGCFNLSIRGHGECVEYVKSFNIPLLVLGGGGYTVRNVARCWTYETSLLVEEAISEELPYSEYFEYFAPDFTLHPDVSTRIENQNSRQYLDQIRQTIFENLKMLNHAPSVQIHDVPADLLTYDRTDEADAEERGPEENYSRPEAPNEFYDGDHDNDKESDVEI
HSF1 activator: increases HSF-1 driven luciferase reporter signal; activation, % at 9 µM; NIH3T3-HGL HSF-1 luciferase reporter, MG132, 8 h; 100% = twice DMSO control signal; actives 1.7% (n = 300,000);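 active = mean replicate activation of at least 50% with a set share of replicates each reaching 50%; inconclusive = only one of those two conditions met; inactive = mean below 50% and too few replicates reaching it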;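 note: 0% = median of the neutral control wells and 100% = twice that signal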
Active calls of the source: *; ? = inconclusive; · = no result given.

molecule	AI-2 QS mod	HIF activator	IEC-6 cytotox	Platelet DG rel	HSP90 inh	HSF1 inh	aSyn UTR inh	KLF5 inhibitor	HDAC3 inhib	HSF1 activator
CC(C)OC(=O)CSc1nnc(CNc2nc(-c3ccccc3)cs2)n1C	20.1	-0.2	-3.7	7.2	7.3	1.4	-7.9	-22.8	-0.1	7.3
Cc1ccc(NC(=O)c2cc(S(=O)(=O)N3CCCC3)cn2C)cc1	27.2	-0.2	1.6	1.9	1.2	-4.9	8.6	-5.6	·	-0.8
O=C(c1ccc(F)c(S(=O)(=O)N2CCOCC2)c1)N(CCc1ccccc1)Cc1ccccc1	5.0	0.0	·	-3.3	·	5.0	14.3	·	5.2	6.1
Cn1nc(C(F)(F)F)c(/C=N/OC(=O)c2ccccc2)c1SCc1ccccc1Cl	14.6	-0.6	-3.1	9.4	-2.5	-1.5	48.4	-21.0	1.4	2.4
O=C(CC1S/C(=N/N=C2CCCCCC2)NC1=O)Nc1ccccc1F (stereo not drawn)	8.2	0.8	-6.8	-0.3	-1.5	-13.2	-5.4	-28.2	·	9.7
O=C(COC(=O)c1ccc(Cl)c([N+](=O)[O-])c1)NC1CCCC1	9.6	-0.8	-2.9	1.2	2.2	-7.8	9.1	-43.2	4.5	0.6
Cc1nn2c(-c3ccccc3)c(-c3ccccc3)nc2[nH]c1=O	19.9	0.0	3.6	-5.3	-4.2	-0.8	-2.9	-32.6	-3.5	-9.2
O=C(Nc1nc2ccc(S(=O)(=O)N3CCCCC3)cc2s1)c1ccncc1	22.9	-0.2	-5.4	2.8	-0.4	-8.2	-0.5	-25.9	-2.7	10.5
COc1cc(C(F)(F)F)c(C(=O)N(C)Cc2cccc(Cl)c2)cn1	6.6	-0.2	-1.2	-31.5	6.7	0.5	19.9	-7.7	-5.0	6.6
CCN1C(=NCC(C)C)N[C@@H](c2cccc(F)c2)C(C(=O)OC)=C1C	-5.6	-0.4	1.5	-2.6	-2.2	-1.4	10.4	-2.4	-8.4	6.8
O=C(N/N=C/c1ccc(-n2ccnc2)cc1)c1cccs1	22.1	1.8	9.7	-1.7	3.0	7.3	-77.9	-61.3	-7.8	6.0
Cc1cc(Br)cc(Br)c1OCC(=O)NNC(=O)CCC(=O)NCc1ccccc1	27.5	·	6.1	·	-3.3	·	·	-24.8	5.7	·
CC(C)CC(=O)Nc1cc(NC(=O)CC(C)C)cc(C(=O)NC(C)(C)C)c1	6.8	-0.1	3.1	1.7	4.3	1.5	-2.7	4.6	-1.6	5.7
COc1cc(NC(=O)COC(=O)/C=C/c2c(C)nn(-c3ccc(F)cc3)c2Cl)cc(OC)c1	11.3	-0.5	-4.6	12.0	-4.4	9.6	15.0	-7.2	4.5	15.0
CC1=C(C(=O)N(C)C)C(c2cccs2)NC(=O)N1 (stereo not drawn)	-3.1	0.1	5.2	-6.4	0.0	-15.9	-0.3	-1.2	5.8	-4.7
Cc1nc(-c2ccc(Cl)cc2)sc1C1(C)CC(c2ccc(Cl)cc2)=NO1 (stereo not drawn)	22.2	-2.7	·	-0.3	·	-63.2*	6.9	·	-13.6	-71.0
COCCCNC(=O)C1CCC(CNS(=O)(=O)c2ccc3c(c2)CC(C)N3C(=O)C2CC2)CC1 (stereo not drawn)	21.2	-0.4	3.4	0.2	-1.1	6.3	40.0	-33.6	0.0	13.5
COC(=O)c1cc(NC(=O)CN(c2ccc(OC)cc2)S(=O)(=O)c2ccc(F)cc2)ccc1Cl	14.1	-0.3	-6.8	-2.3	3.4	3.9	26.4	-16.2	·	19.0
Cc1c(C(=O)NCc2cccnc2)sc2nc(-c3ccccc3)cn12	7.4	1.5	-0.1	2.8	7.6	11.6	-31.1	-2.9	-0.7	27.1
CCC(C)N1CCN(S(=O)(=O)c2ccc3ccccc3c2)CC1 (stereo not drawn)	14.4	0.0	-6.8	-9.1	-0.4	-2.8	14.4	-23.8	0.3	-5.0
CCOC(=O)c1sc(NC(=O)c2ccc3ncsc3c2)nc1C	6.7	2.2	-3.2	-5.3	12.4	42.9	-89.1	94.1*	-2.4	26.4
O=C(CSc1ncccn1)NC(=O)NCc1ccco1	20.9	0.4	-1.2	0.8	0.6	0.7	-7.6	0.8	-3.5	-11.9
CN(O)C(=O)Nc1ccc([N+](=O)[O-])cc1	167.5	-1.2	2.5	-4.0	4.8	-11.3	-12.4	-7.3	5.1	7.8
COc1cc(O)c(C(CC(=O)N2CCN(c3ccccc3)CC2)c2ccc3c(c2)OCO3)c(OC)c1 (stereo not drawn)	5.5	-0.2	·	9.9	·	14.9	20.4	·	10.5	4.2
COc1cc(/C=C(/C(=O)c2cccs2)c2nc3ccccc3[nH]2)ccc1O	12.6	2.6	10.4	4.6	5.3	60.0	-86.0	-59.8	-2.5	82.0*
CCN(CC)CCN(C)Cc1nc(C(c2ccccc2)c2ccccc2)no1	10.4	-8.6	8.2	-2.7	-1.5	15.5	-3.8	-10.0	-0.7	54.1*
Cc1cc(=O)n2c(n1)SCOC2	1.4	-0.6	-1.5	-4.0	5.9	-6.1	14.0	12.7	10.8	-4.1
CCCCc1cc(=O)oc2cc(OCC(=O)N(CC)CC)c(Cl)cc12	32.9	-0.4	7.2	-11.2	-0.7	-2.6	-7.7	-12.1	-3.4	4.8
COc1cccc(NC(=O)C/C(C)=N/NC(=O)C2CCCCC2)c1	27.7	0.5	-5.8	-1.0	-2.9	1.3	-1.2	-8.7	3.8	-9.1
COc1ccc(NC(=O)Cc2nnc(SCC(=O)c3ccccc3)n2C)cc1	9.1	0.2	5.4	-6.2	-2.0	-5.5	0.9	-19.5	-2.0	1.3
Cc1onc(-c2c(Cl)cccc2Cl)c1C(=O)ONC(=O)c1cc(C(F)(F)F)cc(C(F)(F)F)c1	136.9	-0.1	4.8	-7.5	4.5	1.1	-1.4	-28.2	8.2	14.4
Cc1nn(CC(=O)O)c2ccccc12	11.5	-0.4	3.1	12.8	2.6	-0.7	13.5	6.5	-3.3	-15.8
Cc1ccc2nc(C3CCCN3Cc3nc(CCC(C)C)no3)[nH]c2c1 (stereo not drawn)	17.4	-0.1	1.3	-5.7	-3.0	-4.7	-14.3	-24.6	-0.6	-9.8
Cc1ccc(CSC2=Nc3ccccc3C3=NC(=O)CN23)cc1	11.6	4.0	-5.1	3.2	-2.6	40.2	-18.2	-4.4	-3.1	40.8
FC(F)(F)C(Oc1nc(Nc2ccc(Cl)cc2)nc(N2CCOCC2)n1)C(F)(F)F	19.1	-0.4	-4.7	3.8	-1.8	1.4	-15.9	-39.2	20.6	2.7
Cc1n[nH]c(C)c1CCCCOc1ccc([N+](=O)[O-])cc1	10.6	0.2	-4.0	-1.9	-1.9	5.2	4.9	-23.0	5.3	13.3
C=CCOC(=O)C1=C[C@H](C2CC2)[C@@H](CCCO)[C@H](OCC)O1	16.8	-0.2	-1.0	2.9	1.8	1.6	-0.1	3.2	7.4	1.8
O=C(/C=C/c1ccc(Cl)cc1Cl)Nc1ccncc1	7.6	·	-1.5	0.6	-1.3	·	-279.5	-70.1	9.4	·
Cn1c(C(=O)O)cc2cc(Oc3ccccc3)ccc21	-29.5	-1.3	7.9	-4.3	1.1	-5.4	11.8	9.9	-3.1	-20.4
OC(CNCCc1ccc(C(F)(F)F)cc1)COC(c1ccccc1)c1ccccc1 (stereo not drawn)	-5.8	-0.1	-1.0	-3.6	9.1	11.4	23.5	-5.8	7.8	33.5
C[C@]12CC[C@@H]3c4ccc(O)cc4CC[C@H]3[C@@H]1CCC2=O	13.3	-0.2	-1.3	14.2	-1.8	-6.3	15.3	4.2	-3.8	-6.1
Nc1cccc(Oc2cnccn2)c1	4.6	-2.4	-5.3	-6.1	-4.6	-4.9	-2.6	-48.5	-7.4	9.9
CC1(C)Cc2c(sc(NC(=O)C3CC(Cl)=CCC3C(=O)O)c2C#N)CO1 (stereo not drawn)	17.5	0.4	-3.7	5.2	-1.1	-8.2	-6.7	-31.1	1.2	-9.9
S=c1[nH]nc(Cc2ccc(Br)cc2)n1/N=C/c1ccc(Cl)cc1	38.7	0.3	2.0	10.3	4.1	0.2	11.3	7.0	4.2	2.7
Cc1ccc(-c2cc(C)nc3ncnn23)cc1	26.0	0.0	2.9	0.1	1.1	3.5	3.4	-24.9	-1.9	6.4
COc1ccc(-c2csc(NC(=O)CSc3n[nH]c(C)n3)n2)cc1	26.0	2.9	1.8	7.2	-5.1	8.9	-103.6	-39.9	-4.0	14.5
Cc1csc(=O)n1CC(=O)OCC(=O)c1ccc(Br)cc1	27.2	-0.2	·	-9.1	·	0.1	-13.3	·	10.7	-1.4
O=C(COc1ccc(S(=O)(=O)NC2CCCCC2)cc1)NC1CCCCC1	-13.5	-0.1	3.1	-35.6	7.2	7.0	-1.5	4.5	12.0	-8.0
Cc1nc2ccc(-c3nc4ccccc4[nH]3)cc2[nH]1	20.9	3.1	-2.6	3.0	3.7	22.4	-120.3	-197.8	-21.2	?
COCCOC(=O)C1=C(C)NC(=O)NC1c1ccco1 (stereo not drawn)	12.6	-0.1	-4.6	2.4	2.6	-5.1	-12.2	-8.5	4.8	-8.5
CN1CCC(=NNC(=O)CN(c2ccccc2)S(=O)(=O)c2ccccc2)CC1	3.4	0.0	4.7	-7.2	-0.9	-12.0	2.3	-4.8	3.7	-26.3
C=CCNc1nnc(Sc2ncccc2[N+](=O)[O-])s1	16.4	-0.7	2.9	0.3	5.5	-2.6	-114.7	2.8	-2.3	-2.5
Cc1ccc(C2=NN(C(=O)c3cccs3)C(c3ccccc3O)C2)cc1 (stereo not drawn)	18.4	0.8	2.4	-7.6	-2.4	54.2	-39.4	-22.8	-2.9	80.3*
O=C(CN1C(=O)/C(=C\c2ccco2)SC1=S)Nc1ccc(O)cc1C(=O)O	12.1	-0.5	-19.5	30.2	1.4	0.1	-20.0	-6.4	13.6	-6.1
CCOC(=O)c1ccc(NC(=O)c2nn(CC)cc2Br)cc1	25.8	2.3	-0.9	-13.8	0.0	0.5	-93.9	-80.0	6.5	-3.0
COc1ccc(N2CCN(C(=S)Nc3ccc(F)cc3)CC2)cc1	3.9	-0.9	-2.4	2.6	-0.6	-2.7	8.1	-7.2	-2.9	-4.4
Cc1noc(C)c1COC(=O)c1ccc(F)c(S(=O)(=O)N2CCCCC2)c1	14.3	-0.1	-5.3	-5.1	-3.1	7.3	13.2	-4.1	1.0	6.6
COc1ccc(CCN(C)C(=O)c2cc(S(=O)(=O)NCc3ccccc3)ccc2C)cc1OC	3.0	0.3	·	-14.1	·	3.2	21.9	·	4.7	8.3
COc1cc(/C=C/C(=O)NCc2nc3ccccc3[nH]2)cc(OC)c1OC	19.6	-0.3	1.5	-3.8	-4.5	14.7	17.3	5.8	4.7	18.1
